CAL PDZ FP-1: inhibitors of human CAL PDZ peptide binding; Q9HD26; purified CAL PDZ, TMR-peptide fluorescence polarization, 1 h; inhibition, % at 20 µM; 330,000 compounds, 0.02% hits; AID 504414;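 active = highest replicate inhibition of at least 40%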;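 also: plate controls were DMSO neutral control wells for no effect and unlabeled competitor peptide control wells for full effect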
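Control set: unlabelled peptide and DMSO controls / Material: purified CerCALP PDZ construct / Timing: 1 h incubation at room temperature before polarization reading / Doses: 20 µM, one dose / Detection: fluorescence polarization (mP)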
V-ATPase pH: yeast V-ATPase proton transport regulation by pHLuorin. AID 504577. 350,000 compounds, 0.37% hits. S. cerevisiae, pHLuorin cytosolic pH fluorescence. response, % at 10 µM; in the data active = response mostly above about 7.3%, no sharp cut-off; inactive = mostly below about 5.4%; also: actives read high; inactives centre near 0; some compounds called inactive have numbers as strong as hits
Tat transport: E. coli Tat transport inhibition | E. coli MC4100 TorA-mCherry Tat export, fluorescence | inhibition, % at 10 µM | 340,000 compounds, 0.036% hits | AID 488895;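 active = mean replicate inhibition at least 50% and at least half of replicates individually reaching 50%; inconclusive = only one of the two criteria met; inactive = neither criterion met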;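 also: exported cargo escapes ClpAP degradation while cytoplasmic cargo is degraded and loses fluorescence; 0% = median of neutral control wells and 100% = median of NaSCN control wells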
Rtt109 HAT inh: blocks Candida albicans Rtt109/Vps75 acetyltransferase activity; inhibition, % at 34.9 µM; Q5AAJ8; 330,000 compounds, 0.16% hits; AID 540336; purified Rtt109/Vps75, ThioGlo CoA-SH fluorescence, 4 h;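 active = inhibition of at least 50% in every replicate; inconclusive = best replicate reaches 50% inhibition but some replicates fall short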
dFosB activator: mouse delta FosB homodimer activation. P13346. purified delta FosB, TAMRA-CDK5 oligo fluorescence polarization; percent of positive-control signal above neutral wells. activation, % at 25 µM. 340,000 compounds, 0.99% hits;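 active = mean activation above about 17%, with every replicate also reaching it, limit read from the data, passing the limit was not always enough; inconclusive = only one of the two conditions met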;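 also: fluorescence polarization rise as delta FosB binds a TAMRA Cdk5 AP-1 oligo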
Target sequence (P13346 whole entry, looked up): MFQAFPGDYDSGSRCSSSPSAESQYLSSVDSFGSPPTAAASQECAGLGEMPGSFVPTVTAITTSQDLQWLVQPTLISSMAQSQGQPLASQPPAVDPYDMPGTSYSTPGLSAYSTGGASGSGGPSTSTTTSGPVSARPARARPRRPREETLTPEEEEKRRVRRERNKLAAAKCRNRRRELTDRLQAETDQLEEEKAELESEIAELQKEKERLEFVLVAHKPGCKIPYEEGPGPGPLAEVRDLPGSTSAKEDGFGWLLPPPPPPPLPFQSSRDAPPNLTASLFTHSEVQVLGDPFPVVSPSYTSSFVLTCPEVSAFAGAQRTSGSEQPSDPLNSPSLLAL
CDK5 p35 inh: inhibitors of human CDK5/p35 kinase; Q00535+Q15078; Recombinant CDK5/p35, ADP-Glo luminescence, 60 min; inhibition, % at 10 µM; 330,000 compounds, 0.01% hits; AID 488839;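 active = highest replicate inhibition of at least 50% and at least 75% of replicates reaching 50%; inconclusive = only one of the two criteria met; inactive = both criteria failed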;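 also: plate controls were DMSO neutral control for no effect and GW8510 at 10 µM for full effect; many of its hits are not listed in these tables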
Target sequence (Q00535 whole entry, looked up): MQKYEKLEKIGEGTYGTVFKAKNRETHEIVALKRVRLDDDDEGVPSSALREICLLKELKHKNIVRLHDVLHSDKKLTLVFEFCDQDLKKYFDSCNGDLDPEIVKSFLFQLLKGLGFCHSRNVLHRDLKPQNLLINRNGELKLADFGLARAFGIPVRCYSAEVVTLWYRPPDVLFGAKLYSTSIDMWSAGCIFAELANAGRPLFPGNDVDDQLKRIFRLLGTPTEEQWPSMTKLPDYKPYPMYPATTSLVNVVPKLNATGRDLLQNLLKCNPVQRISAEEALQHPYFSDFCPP
Target sequence (Q15078 whole entry, looked up): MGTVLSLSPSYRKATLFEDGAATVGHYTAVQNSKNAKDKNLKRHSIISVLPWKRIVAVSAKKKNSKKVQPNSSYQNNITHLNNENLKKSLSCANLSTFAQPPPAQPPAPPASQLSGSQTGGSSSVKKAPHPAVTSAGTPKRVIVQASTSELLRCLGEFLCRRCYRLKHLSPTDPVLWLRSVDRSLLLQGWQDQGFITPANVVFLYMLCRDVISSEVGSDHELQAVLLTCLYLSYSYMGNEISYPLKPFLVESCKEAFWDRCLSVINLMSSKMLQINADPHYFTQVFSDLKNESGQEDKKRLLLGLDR
RTF Ca sens act: cardiac RTF calcium sensitization. 340,000 compounds, 0.24% hits. P19429+P45379. AID 493008. activation, % at 7.2 µM. IANBD-labeled TnC RTF fluorescence at EC20 calcium; 0% EC20 calcium, 100% full calcium;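 active = activation above the mean over all tested compounds plus 3 SD, cut at about 30% in these data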;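 also: rise in fluorescence read as greater calcium sensitivity of cardiac thin filaments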
MITF TRPM1 HTS: activators of MITF-driven TRPM1 promoter activity in SK-MEL-5 cells | SK-MEL-5 TRPM1-promoter luciferase, 24 h; % of positive control, neutral wells = 0 | activation, % at 12.5 µM | 300,000 compounds, 0.75% hits;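 active = mean activation of at least 80% with every replicate also reaching 80%; inconclusive = mean reaches 80% but some replicate falls short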;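 also: 0% = neutral control wells and 100% = parthenolide positive control wells; values of inactives mirror those of a sister screen read the other way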
Wnt act: activators of Wnt/beta-catenin signaling; Wnt/beta-catenin reporter cell assay, activator, plate reader; activation, % at 9.35 µM; 300,000 compounds, 1.2% hits; in the data active = activation above about 30%, passing the limit was not always enough; inconclusive = no clear call, values can overlap the other calls;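 also: 0% = neutral control wells and 100% = positive control wells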
CAL PDZ FP-2: blocks peptide binding to the human CAL PDZ domain; Q9HD26; inhibition, % at 24.9 µM; AID 602252; 300,000 compounds, 0.92% hits; purified CAL PDZ, TMR-peptide fluorescence polarization, 1 h;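 active = mean inhibition of at least 30% with at least half of replicates also reaching 30%; inconclusive = no clear call, values can overlap the other calls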;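 also: 0% = DMSO neutral control and 100% = excess unlabeled competitor peptide PRC23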
Active calls of the source: *; ? = inconclusive; / = no result given; & = joins results of further samples.

SMILES	CAL PDZ FP-1	V-ATPase pH	Tat transport	Rtt109 HAT inh	dFosB activator	CDK5 p35 inh	RTF Ca sens act	MITF TRPM1 HTS	Wnt act	CAL PDZ FP-2
CC(=O)Oc1ccc2oc3c(c2c1)C(=O)CCC3	-1.0	-0.5	-3.6	4.1	4.1	-3.1	0.0	16.7	3.3	0.8
Fc1ccc(CSc2nncn2NCc2ccccc2)cc1	-0.3	-1.3	11.7	3.6	-1.3	0.5	11.7	-5.6	-3.2	0.1
O=S(=O)(NN1CCOCC1)c1ccc(Br)cc1	-1.6	-3.0	-2.6	52.5*	-2.4	-0.4	-3.0	3.4	-2.7	-7.9
O=C(CN1CCN(S(=O)(=O)c2ccc(F)cc2)CC1)Nc1ccc(F)cc1F	-3.3	4.5	3.3	-9.0	-9.0	/	-0.9	32.1	2.4	-1.4
Cc1ccccc1CNc1nc(N)n(-c2ccccc2)n1	-0.7	-0.1	-6.5	2.3	-5.7	0.6	2.5	16.6	-0.9	/
COc1ccc(NC(=O)c2cc3ccccc3cc2O)cc1	-1.0	2.9	6.4	-1.4	-20.1	0.3	-5.8	79.0	35.0*	-7.8
COc1ccc(C2=NS(=O)(=O)N(C)C(C(=O)N(C)Cc3ccccc3)=C2)cc1OC	-0.7	-0.3	-4.8	14.0	-2.0	-3.7	11.5	-1.1	1.7	/
O=S(=O)(Nc1nc2ccccc2nc1NCCO)c1cccc(Cl)c1	0.0	2.7	0.9	-4.7	-3.3	-0.1	16.7	/	/	?
COc1ccc(N2CCN(CCCNC(=O)C3CCN(S(=O)(=O)N4CCOCC4)CC3)CC2)cc1	-0.1	1.0	1.4	-0.6	-3.4	-0.2	-1.8	3.2	-1.8	/
O=C(NNC1CC(=O)N(c2ccc3c(c2)OCCO3)C1=O)c1ccccc1 (stereo not given)	0.5	-0.9	2.0	0.9	3.4	-0.4	-2.7	-27.4	/	-2.5
O=C(Nc1ccccc1F)c1cc2c(s1)-c1ccccc1S(=O)(=O)C2	-2.2	-0.3	-11.2	-5.2	2.7	0.5	-4.4	-0.3	-1.3	3.8
O=C1N2c3ccccc3CCc3cccc(c32)C1(O)C(F)(F)F (stereo not given)	-0.9	0.8	7.6	0.0	-2.9	2.8	-1.1	9.4	-0.5	-5.9
CCCCC[C@@H]1C=C(C(=O)O)[C@H](c2ccc(CC)cc2)N1S(=O)(=O)c1ccc(C)cc1	1.0	4.4	13.6	-7.1	-8.8	0.2	-11.6	6.9	-2.1	-3.6
Nc1nc(Cl)cc(N2CCC(c3cc(-c4ccc(Cl)cc4Cl)n[nH]3)CC2)n1	-0.2	-1.3	13.5	0.5	-0.5	-1.7	0.5	-27.0	-1.2	-4.6
Cc1ccc(C(=O)Nc2ccc(N3CCN(C)CC3)cc2)c(Cl)c1	-0.1	-5.5	-5.4	0.1	1.2	0.4	-11.0	/	17.7	-2.2
O=C(Nc1ccc2oc(-c3ccccc3)nc2c1)c1ccc2c(c1)OCCO2	-1.7	0.2	-4.4	3.5	41.6*	-2.9	-2.9	19.8	7.1	-1.4
O=C(Cc1ccc(NC(=O)C2CCN(C(=O)C3CC3)CC2)cc1)Nc1ccc(C(=O)N2CCOCC2)cc1	1.4	1.9	1.7	6.6	-4.5	0.1	3.4	1.2	-0.2	-2.9
CC(C)(C)C(=O)N1c2ccccc2CCc2ccccc21	0.3	2.4	-2.4	0.5	1.5	0.4	-5.9	2.0	-1.7	-1.5
CN(C)CCCNC(=O)Cc1ccc(Br)cc1	-1.0	0.2	-5.4	-1.3	9.5	-0.9	6.5	-6.5	9.1	-4.8
O=C(O)C12CC3CC(C1)CC(n1ncc(NCc4ccccc4)c(Cl)c1=O)(C3)C2	-1.5	-1.9	-0.4	3.5	-13.6	-0.2	-0.2	-9.1	-13.6	7.1
O=S(=O)(NCCc1ccccc1)c1ccc(Br)cc1	-0.3	6.3	2.2	-3.1	-5.4	2.9	-1.9	/	1.3	-1.8
COc1ccc(S(=O)(=O)N2CC(C)N(C(=O)N(C)C)C2C)cc1 (stereo not given)	-2.0	1.9	-4.9	-1.6	-6.2	0.2	-1.1	-3.4	-1.0	-2.0
Cc1cc(C)n(CCCNC(=O)C2CC(=O)N(Cc3ccccc3)C2)n1 (stereo not given)	-0.4	4.3	2.4	-4.2	-4.1	-1.1	0.4	-6.5	-1.9	/
O=S1OCCN1c1ccccc1 (stereo not given)	-0.1	0.2	1.1	-2.4	3.1	-1.2	13.2	5.5	5.3	1.0
N#CCCn1ccc(NC(=O)c2ccc(Cl)cc2)n1	-1.7	2.0	-6.0	-2.3	2.1	-0.6	4.6	7.3	4.0	-5.5
SMILES	CAL PDZ FP-1	V-ATPase pH	Tat transport	Rtt109 HAT inh	dFosB activator	CDK5 p35 inh	RTF Ca sens act	MITF TRPM1 HTS	Wnt act	CAL PDZ FP-2
O=C(c1ccc(C(F)(F)F)cc1)C1CCCN(C(=O)CCN2CCCO2)C1 (stereo not given)	-1.6	-2.3	-4.1	/	-4.8	-0.2	-1.5	12.7	-3.1	-21.4
COc1cc(C=O)ccc1OCc1cn(CC(=O)c2ccc(O)cc2)nn1	0.5	0.1	-5.7	-5.6	-9.9	0.3	1.5	3.1	-0.5	-2.3
Cc1ccc(NC(=O)C2CCCN2C(=O)Oc2ccccc2)c(C)c1 (stereo not given)	0.5	4.7	-1.0	1.3	-5.6	-1.9	3.8	15.2	6.9	-3.0
O=C(Oc1cccc(-c2cnc3ccccc3n2)c1)c1ccco1	0.2	2.3	3.7	-1.7	-24.7	3.9	-1.5	45.9	/	-2.7
O=C(O)c1ccc(CSCc2ccco2)cc1	0.5	-1.2	17.2	-13.4	1.2	0.5	-1.6	-0.9	/	0.4
O=C(NCC(=O)N1CCN(c2ccc([N+](=O)[O-])cc2)CC1)c1ccco1	0.3	-2.1	3.0	2.7	3.7	0.8	-2.6	-2.0	-5.2	/
COc1ccc2oc(=O)c(C(=O)O)cc2c1	0.1	1.8	-1.3	-16.3	5.7	-0.9	-6.8	-0.3	/	-1.2
COc1ccccc1NC(=O)c1cc(C)oc1C	-0.6	-4.5	-2.0	-4.7	5.0	-0.1	0.5	0.3	6.9	2.4
O=C(NC1CCCCCC1)c1cccc(S(=O)(=O)N2CCOCC2)c1	0.3	-2.9	7.0	-5.8	-3.4	0.8	-4.2	2.3	2.0	/
CC1CCCC(C)N1NC(=O)c1ccc(Cl)c(S(N)(=O)=O)c1 (stereo not given)	-0.3	0.9	-6.1&0.8	-4.0&-3.9	8.3	-0.4	0.7	7.4	-1.2	-0.2
COc1cc(C(=O)NC(=S)N(CCc2ccccc2)CCc2ccccc2)cc(OC)c1OC	-0.9	-0.8	1.7	-15.4	-8.9	-6.2	9.3	-15.6	-6.1	-3.3
COc1ccc(C2=NS(=O)(=O)N(C)C(C(=O)Nc3ccc(OC)c(OC)c3)=C2)cc1	-0.9	2.0	2.0	2.6	-10.2	-4.4	-1.2	/	-2.8	/
COc1ccc(S(=O)(=O)NC2(C(F)(F)F)N=C(c3ccccc3)NC2=O)cc1 (stereo not given)	-2.9	11.3	-2.7	/	2.7	-1.0	-1.3	0.0	?	-0.2
Cc1ccc(NC(=O)c2ccc(S(=O)(=O)N3CCOCC3)cc2)c(C)c1	-3.2	1.2	2.0	7.1	-8.0	-0.1	-6.7	-2.9	1.2	-3.9
O=C(Nc1ccccc1)c1cc(S(=O)(=O)NCc2ccncc2)ccc1Cl	-3.9	-1.6	-5.5	0.7	-3.8	-2.9	-0.9	-25.7	-3.8	-2.2
O=C(CNC(=S)N(CCCN1CCOCC1)Cc1cccs1)NC1CCCCCCC1	-0.7	-0.4	-4.1	-1.9	-6.9	0.2	-1.5	-9.8	/	/
Cc1nnc(SCC(=O)Nc2cc(C(F)(F)F)ccc2N2CCOCC2)o1	-0.5	-3.1	-8.1	-11.9	-1.2	0.7	6.0	/	-4.4	0.6
O=C1C(=O)N(CCCN2CCOCC2)C(c2ccc(F)cc2)/C1=C(/O)c1ccccc1 (stereo not given)	0.2	-2.3	3.9	3.1	2.6	0.2	-7.2	-8.8	0.5	-1.8
CC(C)Cc1nc2oc3c(NCc4cccnc4)ncnc3c2c2c1CCC2	-3.1	-0.1	-2.8	11.7	-8.8	-0.2	4.8	/	/	-7.8
O=C(CCCN1C(=O)c2cccc3cccc(c23)C1=O)N1CCN(c2ccccn2)CC1	-1.3	-2.9	-5.0	-16.4	-0.6	0.1	3.2	-5.1	-0.7	3.3
O=C(CSc1nc2ccccc2n1CC(=O)N1CCOCC1)N1CCCC1	0.2	2.1	-2.8	-2.7	-3.1	-1.8	2.5	/	-4.1	-1.8
Cc1ccc2cccc(N=Cc3c(C)[nH]n(-c4ccccc4)c3=O)c2n1	-1.9	1.4	-11.6	6.1	-1.5	1.0	-3.5	-49.6	/	-2.2
CC(C)N=C(NC#N)SCc1ccc(F)cc1	/	0.7	2.6	6.2	2.7	2.0	0.8	-4.4	/	-4.8
O=C(c1ccccc1)N1CCN(c2ccccc2F)CC1	0.1	-1.8	-14.1	-1.7	3.5	-2.9	12.6	/	-0.5	-0.2
CC1=C(C(=O)OCc2ccccc2)C(c2ccc3ccccc3c2)NC(=O)N1CCCC(=O)O (stereo not given)	0.9	4.3	0.4	-0.6	-10.1	1.5	1.7	-10.5	-1.7	0.2

Only Rtt109 HAT inh, MITF TRPM1 HTS and CAL PDZ FP-2, for three of the compounds above:
Structure	Rtt109 HAT inh	MITF TRPM1 HTS	CAL PDZ FP-2
O=C(Nc1ccccc1)c1cc(S(=O)(=O)NCc2ccncc2)ccc1Cl	0.7	-25.7	-2.2
O=C(CNC(=S)N(CCCN1CCOCC1)Cc1cccs1)NC1CCCCCCC1	-1.9	-9.8	/
Cc1nnc(SCC(=O)Nc2cc(C(F)(F)F)ccc2N2CCOCC2)o1	-11.9	/	0.6

Carrying on:
SMILES	CAL PDZ FP-1	V-ATPase pH	Tat transport	Rtt109 HAT inh	dFosB activator	CDK5 p35 inh	RTF Ca sens act	MITF TRPM1 HTS	Wnt act	CAL PDZ FP-2
O=C(c1ccco1)N1CCN(C(=S)Nc2ccc(Br)cc2Cl)CC1	-2.9	0.3	-8.6	20.4	-8.8	-1.3	2.9	-13.7	-2.6	-2.0
O=C(OC1CCCCC1)c1cc2ccccc2oc1=O	-1.9	-2.7	-2.4	15.6	4.0	1.4	-2.0	?	1.9	1.5
CN(C(=O)c1ccncc1)C1CCCN(Cc2ccccc2F)C1 (stereo not given)	0.5	-1.8	0.5	-10.7	-0.5	-1.0	-1.9	-5.2	-0.8	/
Cc1ccccc1C(=O)OC1CCN(C)CC1	-0.5	0.8	-12.1	-0.6	1.8	-0.9	0.4	-7.1	-1.2	-3.2
Cc1ccc2c(c1)c1c3n2CCCNC3CCC1 (stereo not given)	-0.7	3.1	-7.4	2.6	0.1	0.8	-1.9	/	0.5	0.6
Cc1cccc(Oc2ncnc3oc(-c4ccccc4)cc23)c1C	-0.5	-2.3	-3.5	5.5	-9.0	-1.3	-1.1	/	/	-2.4

Source: PubChem BioAssay
